GPR7 antagonist: human neuropeptides B/W receptor 1 antagonism; P48145; GPR7-expressing cells, fluorescence antagonist assay; inhibition, % at 4.4 µM; 1.1% of 290,000 active; AID 1861; in the data active = inhibition above about 16%, passing the limit was not always enough;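 also: cells stimulated with the agonist NPW; 0% = agonist with vehicle and 100% = vehicle without agonist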
Target sequence (P48145 whole entry, looked up): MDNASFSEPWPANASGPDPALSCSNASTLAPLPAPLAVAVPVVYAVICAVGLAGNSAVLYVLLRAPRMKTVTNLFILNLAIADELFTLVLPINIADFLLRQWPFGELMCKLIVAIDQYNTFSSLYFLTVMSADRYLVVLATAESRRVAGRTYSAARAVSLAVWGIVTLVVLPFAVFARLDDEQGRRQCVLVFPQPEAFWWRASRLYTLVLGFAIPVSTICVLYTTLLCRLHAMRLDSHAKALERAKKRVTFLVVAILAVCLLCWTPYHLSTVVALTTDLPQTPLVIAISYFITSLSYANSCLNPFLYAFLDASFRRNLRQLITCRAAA
GalR3 antagonist: antagonists of human GalR3; HEK293 GalR3-CNG cAMP membrane potential fluorescence; galR3 body fused to GalR1 C-terminus; inhibition, % at 3 µM; 0.44% of 360,000 active; AID 651719;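 active = inhibition above the screen-wide average plus 3 SD, cut at about 13% in these data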;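 also: forskolin and galanin both at EC90 stimulate the cells; cAMP rise reported by CNG channel membrane potential dye signal; 0% = forskolin plus galanin with DMSO and 100% = forskolin alone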
VIM-2 inh: inhibitors of Pseudomonas aeruginosa VIM-2 metallo-beta-lactamase | purified VIM-2, nitrocefin hydrolysis, epi-absorbance fluorescence | inhibition, % at 5.6 µM | 0.89% of 290,000 active | AID 1527;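 active = inhibition above the mean of all tested compounds plus 3 SD, cutoff set per screening run, cut at about 7.5% in these data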;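 also: red hydrolysis product quenches plate fluorescence so inhibitors raise well fluorescence; 0% = enzyme with DMSO and 100% = DMSO without enzyme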
DNA FID counter: displaces DNA intercalator in HCV helicase counter-screen. AID 1845. inhibition, % at 7.9 µM. 0.17% of 290,000 active. DNA fluorescent intercalator displacement, fluorescence; in the data active = inhibition above about 37%;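 also: 0% = vehicle and 100% = reference compound; higher means more ethidium bromide displaced from hairpin DNA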
V1aR counter: V1a receptor agonism, counter-screen for OXTR agonists; 0.25% of 320,000 active; CHO-V1R cells, Fluo-8 calcium fluorescence, agonist mode; 0% DMSO, 100% 3 nM vasopressin; AID 2797; activation, % at 3 µM;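 active = activation above the mean activation of all tested compounds plus 3 SD, per screening run, cut at about 20% in these data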;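 also: signal is peak over basal fluorescence ratio across a 100 second FLIPR read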
Target sequence (P37288 whole entry, looked up): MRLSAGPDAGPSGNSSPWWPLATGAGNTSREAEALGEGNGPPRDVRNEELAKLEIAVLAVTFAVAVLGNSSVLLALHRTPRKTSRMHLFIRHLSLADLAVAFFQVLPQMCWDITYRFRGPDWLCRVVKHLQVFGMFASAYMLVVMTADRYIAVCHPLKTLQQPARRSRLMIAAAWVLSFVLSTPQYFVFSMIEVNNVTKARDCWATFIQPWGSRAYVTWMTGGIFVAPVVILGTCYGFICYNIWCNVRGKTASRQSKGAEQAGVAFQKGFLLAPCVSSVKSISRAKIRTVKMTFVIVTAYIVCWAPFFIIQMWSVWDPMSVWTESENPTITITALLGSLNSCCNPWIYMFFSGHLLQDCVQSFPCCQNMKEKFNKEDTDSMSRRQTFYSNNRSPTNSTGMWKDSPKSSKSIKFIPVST
NS3 helicase inh: HCV NS3 helicase inhibition | NS3 helicase DNA unwinding, Cy5 molecular beacon fluorescence | inhibition, % at 10.9 µM | 0.56% of 290,000 active | AID 1800;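 active = inhibition above the mean of all tested compounds plus 3 SD, set per campaign, cut at about 35% in these data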;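 also: 0% = DMSO wells and 100% = thioflavine S control wells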
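Control set: DMSO versus 110 µM thioflavine S; Material: NS3 helicase fragment of HCV; Measured by: Cy5 fluorescence at 0 and 60 min, beacon hairpin quenching; Read-out basis: percent inhibition from t60/t0 fluorescence ratio; Times: reaction time 60 min, 25 °C; Repeats: single replicate; Compound dosing: single dose, 10.9 µM nominal final, DMSO 0.8% final.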
PHOSPHO1 inh: PHOSPHO1 (human) inhibition; inhibition, % at 13.3 µM; 1.1% of 290,000 active; recombinant PHOSPHO1, absorbance phosphatase assay; in the data active = inhibition above about 60%
Target sequence (Q8TCT1 whole entry, looked up): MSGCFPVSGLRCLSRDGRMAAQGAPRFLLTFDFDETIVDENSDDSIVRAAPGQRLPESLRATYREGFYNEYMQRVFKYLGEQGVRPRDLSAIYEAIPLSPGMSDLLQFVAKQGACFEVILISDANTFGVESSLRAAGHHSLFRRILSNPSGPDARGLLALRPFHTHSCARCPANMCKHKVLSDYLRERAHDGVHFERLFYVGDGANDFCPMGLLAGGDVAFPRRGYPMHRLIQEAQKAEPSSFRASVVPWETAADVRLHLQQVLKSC
IMP-1 inh: inhibitors of Pseudomonas aeruginosa IMP-1 metallo-beta-lactamase; purified IMP-1, nitrocefin hydrolysis, epi-absorbance fluorescence; inhibition, % at 5.6 µM; 0.45% of 290,000 active;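 active = inhibition above the mean plus 3 SD of all compounds in the same screening run, cut at about 4.5% in these data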;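 also: 0% = IMP-1 with DMSO and 100% = DMSO wells lacking enzyme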
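system = purified recombinant IMP-1 beta-lactamase | amount = 0.2 nM IMP-1, as dispensed | medium = HEPES buffer pH 7.1 with ZnSO4 and Brij 35 | times = 25 °C, 15 min preincubation, 25 min reaction | detection = plate fluorescence quenching by hydrolysis product, ex 480/em 530 nm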
OXTR ag: activates the human oxytocin receptor | P30559 | CHO-OTR cells, Fluo-8 calcium fluorescence; normalized: DMSO 0%, oxytocin 100% | activation, % at 3 µM | 0.32% of 320,000 active | AID 2435;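 active = activation above the mean of all tested compounds plus 3 SD, cutoff set per screening run, cut at about 20% in these data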;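 also: peak over basal fluorescence ratio from a 100 s FLIPR kinetic read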
* marks the source's active call; other numbers are inactive results; nt = no result given.

SMILES	GPR7 antagonist	GalR3 antagonist	VIM-2 inh	DNA FID counter	V1aR counter	NS3 helicase inh	PHOSPHO1 inh	IMP-1 inh	OXTR ag
Cc1ccc(/C=N/n2c(C)nnc2C)o1	7.3	-2.6	0.1	1.4	2.9	10.2	3.1	0.7	0.9
CCn1nc(C)c(Br)c1-c1nc(-c2ccc(C)cc2)no1	-15.2	-3.3	-1.0	0.6	-0.2	6.1	32.7	-1.0	0.2
COc1ccc(NC(=O)c2ccc(F)c(F)c2)c2ccccc12	-1.6	-6.8	-1.4	-9.3	-1.7	-3.9	27.0	-2.1	-2.1
CCOc1cccc2sc(NC(=O)c3ccc(Br)s3)nc12	-11.0	-3.6	-2.0	4.8	0.4	-6.1	-5.3	-3.8	-0.2
Cc1cc(C)n(-c2ccc(C(=O)Nc3sccc3C(N)=O)cc2)n1	-3.0	-3.2	-1.8	-13.9	0.8	-6.3	26.9	-2.6	0.3
Cc1cc(NCCCO)n2nc(-c3cccs3)cc2n1	-4.0	0.8	-0.9	0.0	-1.1	-20.7	24.8	-1.2	-2.0
COc1ccc(/C=C(/NC(=O)c2ccco2)C(=O)N2CCCC2=O)cc1	-16.0	-3.6	-1.2	-2.9	0.0	0.8	18.0	-1.3	0.3
COC(=O)c1ccccc1NC1=C/C(=N\S(=O)(=O)c2ccc(C(=O)O)cc2)c2ccccc2C1=O	-19.5	nt	5.4	-3.1	1.8	-17.8	-39.1	2.3	-1.5
Nn1c(SCc2cccc(Br)c2)nnc1-c1ccncc1	-11.0	-2.3	-1.3	-6.8	-2.2	-16.2	23.7	-2.8	-1.0
O=C(Nc1ccccc1O)c1ccc(C(=O)c2ccccc2)o1	-17.2	-7.5	-1.0	-4.1	1.9	-2.7	nt	-1.4	-0.5
Cc1cc(C=O)c(C)n1-c1cc(C(F)(F)F)ccc1N1CCOCC1	2.2	-4.0	-5.5	-35.2	2.0	12.9	6.9	-4.1	2.6
Cc1nn(CC(=O)N2CCOCC2)c(=O)c2c1sc1ccccc12	2.7	-6.1	2.7	-11.8	-0.7	0.6	34.4	-1.7	-1.4
Cc1ccc(-c2n[nH]c(=O)c3ccccc23)cc1N	-2.3	-3.6	1.5	-4.6	-0.1	5.9	8.7	1.0	-0.8
Cc1ccc(C(=O)O)cc1NC(=O)Nc1ccc2c(c1)OCO2	-4.4	-3.3	-6.3	4.2	-0.5	5.2	-15.2	-6.4	0.1
COc1ccc(NC(=O)CCc2c(C)nc3nc(CNC(=O)c4cccc(F)c4)nn3c2C)cc1OC	-20.1	-7.6	-1.1	-44.0	1.1	3.4	59.8	-3.0	0.7
CSC(=NC#N)N1CCN(c2cccc(Cl)c2)CC1	11.0	-3.7	0.9	-16.5	1.9	-0.2	16.2	-0.9	1.3
CSC(=NC(C)c1ccccc1)NS(=O)(=O)c1cccs1 (stereo unspecified)	-4.2	-6.0	-0.8	-11.2	-0.5	-0.3	-5.2	-0.3	-1.6
COC(=O)c1ccc(CSc2nnc(NC(C)C)s2)cc1	-6.9	-6.2	-3.3	-18.2	1.9	-4.4	38.2	-0.7	-1.0
CCN1CCN(CCCNC(=O)C2CCN(c3nnc(-n4cccc4)s3)CC2)CC1	-0.6	-7.5	0.2	7.7	0.6	-20.9	54.7	-0.4	-1.3
O=C(NC(Cc1ccccc1)C(=O)O)NC12CC3CC(CC(C3)C1)C2 (stereo unspecified)	-17.9	-3.0	-2.4	-20.9	1.0	-1.8	nt	-2.8	-1.0
C=C1CCN(c2ccc(C(=O)NCc3ccccc3)cc2[N+](=O)[O-])CC1	0.2	-4.8	1.0	-8.7	-1.1	-14.9	9.6	2.1	-1.1
CN1C(=O)/C(=C/c2ccc(OC(=O)c3ccco3)cc2)SC1=S	-8.0	-7.0	-4.7	-2.0	1.3	14.5	30.4	-0.1	1.8
Cc1nnc(SC(C)C(=O)NCC2CCCO2)n1-c1ccccc1 (stereo unspecified)	0.3	-1.7	-2.0	-5.4	0.0	-0.2	21.9	-5.3	0.5
CCN(CC)CC(C)(C)NS(=O)(=O)c1ccc(Cl)cc1	-3.0	-0.1	-0.2	6.3	0.3	-6.9	-1.0	-4.3	0.8
COc1ccc(/C=N\NC(=O)c2c(C)nc3ccc(Br)cn23)cc1	0.5	-3.9	-3.6	-13.0	1.3	1.4	4.5	-0.7	0.4

In the list so far, 4 have bromine.
SMILES	GPR7 antagonist	GalR3 antagonist	VIM-2 inh	DNA FID counter	V1aR counter	NS3 helicase inh	PHOSPHO1 inh	IMP-1 inh	OXTR ag
CCn1nc(C)c(Br)c1-c1nc(-c2ccc(C)cc2)no1	-15.2	-3.3	-1.0	0.6	-0.2	6.1	32.7	-1.0	0.2
CCOc1cccc2sc(NC(=O)c3ccc(Br)s3)nc12	-11.0	-3.6	-2.0	4.8	0.4	-6.1	-5.3	-3.8	-0.2
Nn1c(SCc2cccc(Br)c2)nnc1-c1ccncc1	-11.0	-2.3	-1.3	-6.8	-2.2	-16.2	23.7	-2.8	-1.0
COc1ccc(/C=N\NC(=O)c2c(C)nc3ccc(Br)cn23)cc1	0.5	-3.9	-3.6	-13.0	1.3	1.4	4.5	-0.7	0.4

Record cards, from the list above.
Entry for CN1C(=O)/C(=C/c2ccc(OC(=O)c3ccco3)cc2)SC1=S : GPR7 antagonist: -8.0; GalR3 antagonist: -7.0; VIM-2 inh: -4.7; DNA FID counter: -2.0; V1aR counter: 1.3; NS3 helicase inh: 14.5; PHOSPHO1 inh: 30.4; IMP-1 inh: -0.1; OXTR ag: 1.8
Entry for COc1ccc(/C=N\NC(=O)c2c(C)nc3ccc(Br)cn23)cc1 : GPR7 antagonist: 0.5; GalR3 antagonist: -3.9; VIM-2 inh: -3.6; DNA FID counter: -13.0; V1aR counter: 1.3; NS3 helicase inh: 1.4; PHOSPHO1 inh: 4.5; IMP-1 inh: -0.7; OXTR ag: 0.4
Entry for COc1ccc(/C=C(/NC(=O)c2ccco2)C(=O)N2CCCC2=O)cc1 : GPR7 antagonist: -16.0; GalR3 antagonist: -3.6; VIM-2 inh: -1.2; DNA FID counter: -2.9; V1aR counter: 0.0; NS3 helicase inh: 0.8; PHOSPHO1 inh: 18.0; IMP-1 inh: -1.3; OXTR ag: 0.3

Next compounds:
SMILES	GPR7 antagonist	GalR3 antagonist	VIM-2 inh	DNA FID counter	V1aR counter	NS3 helicase inh	PHOSPHO1 inh	IMP-1 inh	OXTR ag
CC(=O)Nc1ccc(S(=O)(=O)N2CCC(Oc3ccc(-n4cnnn4)cc3)CC2)cc1	24.7	-6.9	-5.0	-15.5	5.0	-9.2	38.2	1.5	6.1
COCC(=O)Nc1ccc(Nc2ccccc2)cc1	-2.4	-4.5	-4.5	3.8	2.2	-7.6	0.2	-1.9	0.7
COc1ccc(NC(=O)CN2CCOCC2)cc1	-7.7	-2.9	-4.6	5.0	0.6	-4.9	15.5	-1.1	0.5
COc1cc(OC)cc(C(=O)NCCCNC(=O)c2ccccn2)c1	13.1	-3.4	-2.7	-17.4	0.2	0.2	11.1	-5.0	0.1
COc1ccc(-n2c(Cc3cccn3C)nnc2SCC(=O)Nc2cc(C)cc(C)c2)cc1	-4.9	1.1	-2.0	-25.6	-0.9	-5.5	-14.5	-0.4	-1.3
COc1cc(/C=N/NC(=O)c2nc(C)cc(C)n2)ccc1O	-8.1	-0.8	-2.4	-9.4	0.4	-6.8	-1.3	-4.6	1.0
O=C(CSc1nnc(Cc2ccccc2)n1C1CCCCC1)N1CCOCC1	1.6	-0.4	-0.2	-26.1	0.5	-12.2	10.4	-2.2	-0.2
Cc1cc2cc(CN(Cc3ccc4c(c3)OCO4)Cc3nnnn3C3CCCC3)c(=O)[nH]c2cc1C	-12.3	0.6	-3.5	-3.2	-0.6	-1.1	-11.6	-3.6	-0.7
CCCc1c(C)nc2ccc(OC)cc2c1SCCC(=O)O	10.8	-2.2	3.0	-43.9	-0.2	12.8	-4.0	-1.0	-2.0
COC(=O)c1ccc(=O)n(CC(=O)c2ccc(Cl)cc2)c1	1.7	-4.7	1.9	0.1	-0.2	2.0	12.0	-0.7	-1.1
CC(=O)OCC(OC(C)=O)C(OC(C)=O)C(OC(C)=O)C(=O)Nc1ccccc1C (stereo unspecified)	-6.5	-2.9	-2.5	0.7	-0.8	5.7	20.1	-3.5	0.0
O=C(COc1ccc(Cl)cc1)N1CCN(c2ccc([N+](=O)[O-])c(N3CCCCC3)c2)CC1	-3.0	-1.9	-1.1	-11.2	0.9	-27.9	36.3	-1.6	0.2
O=C(CCNC(=O)c1ccco1)Nc1cccc(C(F)(F)F)c1	2.6	-8.3	-0.7	-6.3	1.0	-4.8	32.0	-0.7	1.6
Cc1ccc(NC(=O)COC(=O)CN2C(=O)NC(C)(C)C2=O)cc1S(=O)(=O)N1CCOCC1	-2.5	1.5	-1.2	-17.1	0.4	-4.4	32.5	-0.2	0.4
COc1ccc(C)cc1S(=O)(=O)N(C)CC(=O)NC1CCCCCC1	0.9	-6.6	-2.7	-23.0	-0.1	-8.7	20.0	-3.0	-1.2
COc1cc(NC(=O)c2cc(-c3ccc(C)cc3)on2)cc(OC)c1OC	-0.7	-9.8	-0.1	-16.7	0.6	-12.8	7.8	0.8	0.3
CC(=O)c1ccc(N2CCN(C(=O)c3ccco3)CC2)c(F)c1	-6.9	-2.1	-2.1	-4.0	2.4	4.2	0.2	-3.9	3.8
COc1ccc(N(CC(=O)NCc2ccc3c(c2)OCO3)S(=O)(=O)c2ccccc2[N+](=O)[O-])c(OC)c1	4.2	-2.2	-1.9	-22.8	0.9	2.7	22.6	-1.2	-1.8
CC1(C)OC(C)(C)/C(=C/Nc2ccccc2)C1=O	4.0	-7.2	-1.8	0.4	-0.3	11.1	-1.0	-2.1	-0.9
CCN(CC)c1ccc(C=Nc2ccc(N(C)C)cc2)c(O)c1	12.4	-3.7	-2.8	-2.7	-1.0	36.8*	37.6	-6.5	-1.7
Cc1cccc(-c2ncc(CN3CCC(CO)(CCCc4ccccc4)CC3)cn2)c1	-16.9	-4.4	-0.7	6.4	4.6	-44.4	35.4	-0.5	8.9
O=C(N/N=C/c1cccnc1)c1ccc2c(c1)OCO2	-1.1	-6.1	-6.1	-5.0	1.4	2.3	24.2	-1.8	0.7
CCCCc1cc2c(c(NC(C)=O)n1)c(=O)oc1ccccc12	-10.4	nt	-3.0	-0.1	-0.6	-5.3	-9.0	-1.3	-1.0
NC(=O)CCn1nc(-c2ccc(Cl)cc2)c2ccccc2c1=O	-7.5	0.7	-1.1	-16.9	-0.1	-4.2	-2.4	-2.9	-1.9
COc1ccc(N(C)S(=O)(=O)c2cccc3nsnc23)cc1	-1.7	-6.9	-0.8	-1.7	0.2	3.3	-4.0	-1.4	-0.9
O=C(C1CCC1)N1CCC(O)(c2cccc(F)c2)CC1	-9.5	-3.6	-0.9	-4.6	0.3	3.3	2.0	-2.9	-0.3
CSc1n[nH]c(NCc2cccs2)n1	-9.0	nt	1.5	-0.5	1.1	-2.5	12.2	2.4	8.4
Nc1c(C(=O)O)sc2nc(-c3ccc(F)cc3)cc(-c3ccccc3)c12	-7.8	-4.8	-1.3	-17.9	0.8	4.2	-35.2	-0.9	-0.1
COc1cc(NC(=O)CCCNC(=O)Cn2cnc3sc4c(c3c2=O)CCCC4)cc(OC)c1OC	1.3	-7.5	-0.4	-10.9	0.5	-9.6	20.0	-0.8	0.4

Screening results (PubChem)
